TSG101-PTAP inh – qHTS Assay for Iinhibitors of HIV-1 Budding by Blocking the Interaction of PTAP/TSG101. AID 493005, 2010. Tumor susceptibility gene 101 protein (Homo sapiens), Q99816. Potency, µM (highest dose often 115 µM), for the others: top-dose activity change, negative = inhibition, usual class: inhibitors. 340,000 tested, under 10 active. Fluorescence polarization, FITC-PTAP peptide / Tsg101 binding; active = well fitted inhibition curve with a large enough effect in the main read-out, with a control signal flat, not every such curve was filed as active; inconclusive = small, poorly fitted or top-dose-only effect, or effect the other way, or a change in a side signal; inactive = no such curve, though single readings can be large or run the other way; also: potency is read from the fitted curve at half-maximal effect; % of control where 0% means no effect
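Fluorescence anisotropy tracks displacement of a FITC-tagged PTAP peptide (50 nM) from the Tsg101 binding domain (10 uM), following a 20 min room-temperature incubation at pH 7.5.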
ELG1 DNA repair – qHTS screen for small molecules that inhibit ELG1-dependent DNA repair in human embryonic kidney (HEK293T) cells expressing luciferase-tagged ELG1; Potency, µM (top dose mostly 46.1 µM), inactives show at the top dose activity change, negative = inhibition, most hits filed as inhibitors; HEK293T ELG1-luciferase reporter, luminescence, 16 h; DNA damage induced by 5-fluorouridine; 330,000 compounds, 2.3% hits; also: potency is read from the fitted curve at half-maximal effect; % is scaled to controls: 0 for no effect and ±100 for the full control effect; nearly all actives have a fitted effect of over 55% in size
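Quantitative HTS, concentration-response format. 2,000 cells/well co-treated with 5-fluorouridine and compound, 16 hr in 5% CO2 at 37 °C; ONE-Glo luminescence read after 30 min.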
Mito fusion yeast – qHTS Assay for Small Molecule Inhibitors of Mitochondrial Division or Activators of Mitochondrial Fusion; S. cerevisiae fusion-defective mutant growth rescue, CellTiterGlo 48 h; Potency, µM (series often up to 46.1 µM), inactives show at the top dose growth rescue (activation), actives largely listed as activators; 320,000 compounds, 0.23% hits;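 also: potency is read from the fitted curve at half-maximal effect; % of control where 0% means no effect; nearly all actives have a fitted effect of over 45% in size; temperature-sensitive fusion mutants such as fzo1-1 at 37 °C on non-fermentable ethanol glycerol medium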
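Read-out: ATP-based luminescence (CellTiterGlo, 10 min ambient) reporting growth of fusion-defective ts yeast after 48 hours at 37C on glycerol/ethanol YPEG medium in the presence of compound.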
Tb PFK inh – qHTS Assay to Find Inhibitors of T. brucei phosphofructokinase; Potency, µM (doses to about 57.5 µM), inactives show at the highest dose activity, negative = inhibition, most hits filed as inhibitors; T. brucei PFK, ADP-Glo luminescence; 330,000 compounds, 0.17% hits;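 also: potency is read from the fitted curve at half-maximal effect; 0% = uninhibited 1x PFK enzyme wells and -100% = no-enzyme wells; nearly all actives have a fitted effect of over 60% in size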
Target sequence (O15648 whole entry, looked up): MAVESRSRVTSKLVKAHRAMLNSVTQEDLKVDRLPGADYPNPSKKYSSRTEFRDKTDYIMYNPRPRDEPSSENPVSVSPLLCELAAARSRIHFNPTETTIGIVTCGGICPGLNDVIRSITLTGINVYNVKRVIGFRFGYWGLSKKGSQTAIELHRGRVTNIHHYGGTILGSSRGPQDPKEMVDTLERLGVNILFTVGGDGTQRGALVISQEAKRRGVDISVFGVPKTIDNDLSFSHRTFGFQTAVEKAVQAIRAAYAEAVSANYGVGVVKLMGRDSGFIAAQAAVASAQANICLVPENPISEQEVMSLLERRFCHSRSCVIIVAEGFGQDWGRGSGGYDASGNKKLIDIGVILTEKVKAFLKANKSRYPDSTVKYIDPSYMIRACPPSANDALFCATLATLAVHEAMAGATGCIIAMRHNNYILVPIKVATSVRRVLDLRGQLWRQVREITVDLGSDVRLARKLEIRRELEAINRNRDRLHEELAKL
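1.25 nM PFK with 0.5 mM F6P and 0.1 mM ATP in 0.1 M TEA pH 8.0, 5 mM MgCl2, incubated 45 min at room temperature; ADP measured by ADP-Glo luminescence; compounds titrated up to 57 uM.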
uPA generation – qHTS for Inhibitors of Cell Surface uPA Generation | cell surface uPA generation assay, qHTS | Potency, µM (series often up to 38.3 µM), without a hit: at the top dose activity change, negative = inhibition, hits mostly inhibitors | 330,000 compounds, 0.31% hits | AID 540303, 2011; active = well fitted inhibition curve with a large enough effect; inconclusive = small, poorly fitted or top-dose-only effect; inactive = no such curve, though single readings can be large or run the other way; tested in mouse RAW 264.7 cells; also: potency is read from the fitted curve at half-maximal effect; % is scaled to controls: 0 for no effect and ±100 for the full control effect; nearly all actives have a fitted effect of over 55% in size
Eya2 phos inh – qHTS Assay for Inhibitors of the Phosphatase Activity of Eya2; Potency, µM (highest dose often 76.9 µM), for the others: at the top dose activity, negative = inhibition, most hits filed as inhibitors; recombinant Eya2, OMFP fluorescence dephosphorylation (OMFP is methylfluorescein phosphate); 330,000 compounds, 0.006% hits; also: potency is read from the fitted curve at half-maximal effect; % is scaled to controls: 0 for no effect and ±100 for the full control effect
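Eya2 (0.2 uM) preincubated 10 min at ambient with compound, then OMFP substrate added at 50 uM; 10 min reaction in 50 mM HEPES pH 7.5, 50 mM NaCl, 5 uM MgCl2, 0.05% BSA, 1 mM DTT. Fluorescence read at Ex 485/Em 525 nm.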
Chronic BCR inh – qHTS Assay to Find Inhibitors of Chronic Active B-Cell Receptor Signaling | AID 493014, 2011 | ABC-DLBCL IkBa-CBG/CBR reporter, luminescence ratio, 4 h | Potency, µM (series often up to 46.1 µM), for the others: top-dose ratio change, negative = lower green/red ratio, usual class: inhibitors | 340,000 compounds, 0.05% hits; active = well fitted inhibition curve with a large enough effect in the signal ratio, with a control signal flat, not every such curve was filed as active; inconclusive = small, poorly fitted or top-dose-only effect, or effect the other way, or a change in a side signal; the % refers to the signal ratio;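 also: potency is read from the fitted curve at half-maximal effect; plate controls were basal doxycycline-induced cells for no effect and cells given 10 µM MG132 for full effect; MG132 reads +100%, hits lower the ratio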
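Concentration-response series (up to 46 uM) were applied to TMD8 dual-reporter cells for 4 h at 37C with doxycycline. Green/red ratio, after filter-overlap correction, defined %Activity; red signal alone was normalised to basal cells and zero luminescence.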
TSHR antagonist – Antagonists of the Thyroid Stimulating Hormone Receptor: HTS campaign; Thyrotropin receptor (Homo sapiens), P16473; TSHR-expressing cells, TSH-stimulated cAMP HTRF, 2 h; stronger effect = lower value; activity change, negative = inhibition, % at 11.5 µM; 330,000 compounds, 0.2% hits; AID 504810, 2011;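 active = activity change below a set negative limit, meaning inhibition stronger than a set level, cut at about -70% in these data; inconclusive = activity change between two set negative limits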; also: % is scaled to controls: 0 for no effect and ±100 for the full control effect
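TSHR-expressing cells, 200/well, pre-treated with compound, then stimulated with EC80 TSH (4nM final) for 2 hours at 37 deg C. cAMP measured by competitive HTRF: anti-cAMP cryptate antibody in lysis buffer plus cAMP-d2, read after 30 minutes at room temperature.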
USP2a inh – qHTS Assay for Inhibitors of Ubiquitin-specific Protease USP2a Using CHOP2 as the Reporter; USP2 core, Ub-CHOP2 coupled fluorogenic reporter, 485/531; Ubiquitin carboxyl-terminal hydrolase 2 (Homo sapiens), O75604; 330,000 compounds, 0.01% hits; Potency, µM (top dose mostly 38.3 µM), for the others: at the highest dose activity change, negative = inhibition, actives largely listed as inhibitors;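 also: potency is read from the fitted curve at half-maximal effect; plate controls were DMSO wells for no effect and full inhibition by NEM control for full effect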
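USP2 core (10nM final) preincubated 30min RT with compound in 20mM Tris-HCl pH 8.0, 2mM CaCl2, 2mM beta-mercaptoethanol, 0.05% CHAPS; 25nM Ub-CHOP2 plus 25nM reporter substrate added, fluorescence (Ex485/Em531) read after 60min.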
TCR activator – Activators of T cell receptors: qHTS campaign; primary human leukocytes, anti-CD3, IL-2 HTRF, 48 h; Potency, µM (titrated, usually from 9.22 µM), without a hit: top-dose activation of IL-2 secretion, most hits filed as activators; 330,000 tested, under 10 active; AID 504894, 2011; also: % of control where 0% means no effect
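TCR engagement came from a-CD3 beads alone, with compounds added to primary human leukocytes for 48 hr. Secreted IL-2 bridged europium cryptate- and d2-labelled anti-IL-2 antibodies, giving FRET emission at 665nm after 320nm excitation.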
B2AR arrestin – qHTS assay of beta-arrestin-biased ligands of beta2-adrenergic receptor; 330,000 compounds, 0.02% hits; beta-arrestin recruitment to beta2AR, cell-based reporter; Potency, µM (highest dose often 46.1 µM), for inactives: at the highest dose activation, actives largely listed as activators;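 also: potency is read from the fitted curve at half-maximal effect; 0% = DMSO controls and full agonism = EC100 isoproterenol or metaproterenol; nearly all actives have a fitted effect of over 65% in size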
Target sequence (P07550 whole entry, looked up): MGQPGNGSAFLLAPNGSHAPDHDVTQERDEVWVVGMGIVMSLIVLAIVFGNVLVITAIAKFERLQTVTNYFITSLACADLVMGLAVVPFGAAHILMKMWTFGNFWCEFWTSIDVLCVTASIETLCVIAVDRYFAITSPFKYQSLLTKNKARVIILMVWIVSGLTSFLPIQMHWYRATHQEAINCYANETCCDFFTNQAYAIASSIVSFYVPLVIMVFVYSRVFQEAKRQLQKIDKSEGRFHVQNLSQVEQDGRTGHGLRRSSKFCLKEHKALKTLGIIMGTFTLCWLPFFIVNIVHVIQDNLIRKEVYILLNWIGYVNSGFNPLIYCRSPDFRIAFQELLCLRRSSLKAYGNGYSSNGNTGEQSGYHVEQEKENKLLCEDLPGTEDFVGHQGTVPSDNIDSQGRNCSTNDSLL
Starred values were filed as active, the others as inactive; ? = inconclusive; · = not tested or not shown; [ ] = remark or other dose. Unless noted, calls follow the shape of the dose curve; as a rule, active = well fitted curve in the direction sought with a large enough effect; inconclusive = small, poorly fitted or top-dose-only effect, or another doubt; inactive = no such curve, though single readings can be large; an effect the other way counts as inactive or inconclusive.

SMILES	TSG101-PTAP inh	ELG1 DNA repair	Mito fusion yeast	Tb PFK inh	uPA generation	Eya2 phos inh	Chronic BCR inh	TSHR antagonist	USP2a inh	TCR activator	B2AR arrestin
O=C1c2ccc(Oc3ccc4c(c3)C(=O)N(CCCCO)C4=O)cc2C(=O)N1CCCCO	-4%	?	-2%	-1%	-2%	-6%[15.4 µM]	0%	-16	3%	-3%	-0.5%
N#Cc1cccc(NC(=O)COC(=O)CCc2nc3ccccc3c(=O)[nH]2)c1	-3%	9%	?	-3%	4%	1%	0%	9	7%	2%	-0.2%
Cc1ccc(/C=C2\Oc3c(ccc(O)c3CN3CCN(CCO)CC3)C2=O)cc1	?	18%	-5%	-1%	-3%	2%	0%	-5	26%	10%	0.3%
CC(=O)C1=C(C)NC(SCc2ccc(C#N)cc2)=C(C#N)C1c1ccco1 (configuration not stated)	-4%	-10%	1%	-4%	-1%	3%	?	-14	2%	2%[46.1 µM]	-1.0%
Cc1noc(C)c1C(=O)N1CCCC(N2CCN(c3cccc(C(F)(F)F)c3)CC2)C1 (configuration not stated)	1%	-19%	-1%	-3%	0%	12%	0%	3	0%	5%	-1.1%
COc1ccc(-c2cc(C(=O)N3CCOCC3)c3cc(C)ccc3n2)cc1	-6%	-2%	5%	2%	-1%	-28%	?	7	0%	-1%	0.0%
COc1ccc(C(=O)Nc2ccccc2C(=O)N2CCN(c3ccccc3)CC2)cc1	·	9%	5%	-1%	5%	-4%	-2%	-14	0%	2%	-1.1%
COCCN(C(=O)CSc1ncn[nH]1)c1c(N)n(Cc2ccccc2)c(=O)[nH]c1=O	-8%	11%	2%	0%	-1%	6%	?	-4	1%	-5%	0.1%
Cc1ccc2cn[nH]c2c1NC(N)=S	0%	?	4%	-2%	6%	-12%	-1%	-7	3%	0%	0.0%
CC(=O)C1=C(C)Nc2ncnn2C1c1cccc(Br)c1 (configuration not stated)	-8%	12%	?	-1%	7%	12%	1%	-1	0%	0%	0.0%
Cc1ccc(S(=O)(=O)NC(=O)Nc2c(C)cccc2C)cc1	-1%	7%	4%	-1%	1%	8%	2%	-4	2%	-5%	-0.5%
COc1cccc(N(CC(=O)NCCSc2ccc(Cl)cc2)S(C)(=O)=O)c1	-4%	-21%	-1%	1%	3%	8%	9%	-3	3%	3%	-0.2%
Cc1ccc(CN(C(=O)Cn2nnc3ccccc32)C(C(=O)NCc2ccco2)c2ccc(C)o2)cc1 (configuration not stated)	-2%	23µM*	-7%	0%	-1%	2%	5%	-13	5%	-4%[46.1 µM]	-0.1%
O=C(N/C(=C\c1cccs1)C(=O)N1CCOCC1)c1cccs1	-4%	-11%	4%	1%	-1%	2%	-6%	1	0%	·	0.0%
Nn1c(SCC(=O)N2CCCc3ccccc32)nnc1-c1ccccc1	0%	12%	4%	1%	2%	-8%	18%	-11	2%	0%	-0.2%
O=C1CCN(Cc2ccccc2)CCN1CCOc1ccccc1	1%	?	-1%	2%	?	-5%	1%	14	1%	-1%	-0.1%
CCCCN1C(Nc2ccccc2)=NC[C@@H]1Cc1ccccc1	·	-20%	-1%	-13%	-18%	8%	-13%	18	-1%	15%	4.4%
O=C(NCC1CCCO1)c1cccc(F)c1 (configuration not stated)	-6%	0%	2%	-1%	-2%	-5%	-6%	-1	6%	5%	-0.3%
COc1ccc(Cc2nnc(NC(=O)c3ccc(Cl)c([N+](=O)[O-])c3)s2)cc1	-4%	2%	1%	-2%	5%	-12%	3%	-4	-1%	0%	-0.3%
CN(CC(=O)NCc1ccc2c(c1)OCO2)CC(=O)Nc1ccc(F)c(F)c1F	-3%	-1%	4%	-5%	13%	15%	-2%	35	1%	4%	0.4%
COc1cccc(NC(=O)C(c2ccccc2)N2CCNC(=O)C2)c1 (configuration not stated)	·	16%	-4%	-10%	·	-1%	?	-3	1%	·	0.0%
CCC1CCC2(CC1)NNC(=S)NN2	1%	?	-3%	-8%	3%	13%	20%	2	9%	-1%	0.2%
CCCCCOc1ccc(Br)cc1/C(C)=N/NC1=NCCN1	-3%	?	0%	0%	-17%	-4%	?	-12	0%	7%[46.1 µM]	-0.7%
C=CCc1cc(Cl)ccc1OCCOCCNCCOC	0%	-8%	-6%	4%	-4%	3%	-1%	3	2%	-2%[46.1 µM]	-0.3%
O=C(Cc1ccccc1F)Nc1ccc(S(=O)(=O)Nc2ncccn2)cc1	1%	8%	2%	-4%	5%	-10%	-6%	7	-1%	3%	0.4%
O=C1CCC(C(=O)Nc2ccccc2)N1 (configuration not stated)	1%	?	-2%	-5%	3%	-2%	7%	9	2%	5%[46.1 µM]	-0.1%
COc1ccc(NC(=S)N(CCCN2CCCC2)Cc2cccn2Cc2ccc(Cl)cc2)cc1Cl	-7%	?	-1%	-1%	?	-6%	?	13	3%	1%	-0.4%
Cc1ccc(C(=O)NC(=S)NNC(=O)c2ccccc2[N+](=O)[O-])cc1	1%	2%	3%	-6%	-3%	-1%	?	-1	-4%	-8%[46.1 µM]	-0.1%
CCN1CCN(Cc2ccccc2NC(=O)Nc2ccc(C)cc2)CC1	-6%	?	5%	25%	-4%	13%	-9%	16	3%	-3%	-0.1%
O=C(CCCCCn1c(=S)[nH]c2ccc(N3CCOCC3)cc2c1=O)NCc1ccc2c(c1)OCO2	1%	?	0%	-4%	4%	7%	-9%	-2	4%	·	0.0%
CCOC(=O)c1ccc(NC(=S)NC2CC(C)(C)NC(C)(C)C2)cc1	-18%	18%	2%	-3%	·	1%	?	29	0%	-1%	-1.5%
N#C/C(=N\Nc1ccccc1F)c1nc(-c2ccccc2)cs1	-4%	4%	30%	3%	2%	13%	12%	21	3%	4%	0.5%
COC(=O)C1CCN(C(=O)COC(=O)CCc2nc3ccccc3c(=O)[nH]2)CC1	-4%	11%	-2%	-6%	3%	9%	0%	-12	1%	2%[46.1 µM]	0.7%
CC(Sc1ccc(Cl)cc1)C(=O)NNC(=O)c1ccncc1 (configuration not stated)	0%	20%	-1%	9%	-25%	-2%	-1%	-1	-1%	3%	-0.2%
Cc1ccc(C)c(N2C(=O)CC(Cc3ccc(Br)cc3)C2=O)c1 (configuration not stated)	1%	-20%	5%	0%	7%	-12%	0%	10	-5%	·	-1.0%
COc1cc(C(=O)NCC(=O)N/N=C/c2cccc(OC(=O)c3ccco3)c2)cc(OC)c1OC	-9%	-14%	?	3%	2%	-12%	?	2	3%	-6%	0.0%
CCc1nc2nc(C)c(NS(=O)(=O)c3ccc4c(c3)CCCC4)c(=O)n2[nH]1	0%	12%	3%	0%	0%	-1%	8%	3	3%	7%	-0.1%
COc1ccc(CCn2nc(C)c([N+](=O)[O-])c2C)cc1	-4%	?	0%	0%	0%	-1%	-2%	0	1%	-1%	4.3%
CN(C)c1ccc(/C(=N\O)c2ccccc2)cc1	-7%	29%	14%	0%	·	4%	?	10	1%	-11%	-0.9%
COc1ccc(S(=O)(=O)NCC2CCC(C(=O)NCc3cccnc3)CC2)cc1 (configuration not stated)	-1%	5%	-1%	-5%	4%	-2%	-10%	8	-2%	2%	-1.4%
N#Cc1c(-c2ccccc2)nc2n(c1=O)CCS2	-9%	7%	13%	2%	-1%	-5%	-13%	18	0%	0%	-0.4%
CCOCCCNC(=S)NCCNc1nc2ccc(C)cc2cc1C#N	2%	-20%	-2%	-13%	-4%	-2%	12%	3	2%	-4%[46.1 µM]	0.0%
CCOCCCNC(=O)C(NC(=O)c1ccccc1O)c1ccc(Cl)cc1 (configuration not stated)	3%	10%	-9%	-3%	-5%	-14%	?	-6	5%	-7%	-0.1%
